Source: PubChem BioAssay (Sanford-Burnham Center for Chemical Genomics)
SENP7 inh: SENP7 protease inhibition | recombinant SENP7, Z-RLRGG-aminoluciferin luminescence, 40 min | inhibition, % at 5 µM | Q9BQF6 | hit rate 1.5% among 330,000 | AID 434973;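 active = inhibition above about 50% at the single test dose, limit read from the data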;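 also: plate controls were DMSO with enzyme for no effect and no enzyme buffer wells for full effect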
Target sequence (Q9BQF6 706-1050 limits assumed): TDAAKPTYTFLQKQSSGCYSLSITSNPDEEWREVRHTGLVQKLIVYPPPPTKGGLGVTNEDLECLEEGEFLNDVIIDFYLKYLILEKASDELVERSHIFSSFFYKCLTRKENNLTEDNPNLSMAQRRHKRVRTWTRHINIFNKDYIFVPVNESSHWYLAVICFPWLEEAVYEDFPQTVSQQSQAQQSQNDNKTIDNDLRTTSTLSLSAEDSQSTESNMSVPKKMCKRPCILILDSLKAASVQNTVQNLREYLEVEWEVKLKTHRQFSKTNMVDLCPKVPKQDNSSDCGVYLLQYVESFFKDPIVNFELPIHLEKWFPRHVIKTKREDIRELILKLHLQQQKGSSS
SENP1 inh: blocks the human SENP1 SUMO protease catalytic domain | Q9P0U3 | recombinant SENP1 catalytic domain, CyPet-SUMO1-YPet FRET cleavage | inhibition, % at 10 µM | hit rate 0.21% among 360,000 | AID 624204;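 active = inhibition at least 30% at 10 µM, raw YFP signal under a set limit, fluorescence ratio 0.5 to 1.5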;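 also: 0% = enzyme with DMSO and 100% = no enzyme wells; some results filed as inactive read as strong as hits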
Target sequence (Q9P0U3 419-644 limits assumed): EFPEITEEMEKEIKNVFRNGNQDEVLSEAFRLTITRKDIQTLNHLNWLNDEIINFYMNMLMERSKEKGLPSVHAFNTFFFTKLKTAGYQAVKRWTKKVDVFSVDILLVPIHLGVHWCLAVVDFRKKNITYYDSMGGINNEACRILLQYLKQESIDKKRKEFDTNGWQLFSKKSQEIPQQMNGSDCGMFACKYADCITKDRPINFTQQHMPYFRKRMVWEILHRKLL
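system = hSENP1 catalytic domain, recombinant | reagent = SFCypet-SUMO1-SFYpet substrate at 25 nM | doses = one dose per compound, 10 µM, 0.5% DMSO | incubation = enzyme reaction for 50 min at room temperature, dark | measured by = FRET, CFP and YFP emission | controls = no-enzyme low, enzyme-DMSO high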
PfGluPho inh: PfG6PD (Plasmodium falciparum) enzyme inhibition | hit rate 0.78% among 350,000 | inhibition, % at 20 µM | PfGluPho enzyme, NADPH resazurin-diaphorase fluorescence;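 active = inhibition reaching at least a set limit at 20 µM in the primary screen, cut at about 59% in these data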;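 also: 0% = DMSO wells with substrate and 100% = DMSO wells lacking glucose-6-phosphate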
SENP6 inh: inhibitors of human SENP6 protease | Q9GZR1 | Recombinant SENP6 catalytic domain, aminoluciferin luminescence | inhibition, % at 10 µM | hit rate 1.8% among 330,000;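 active = inhibition above about 50% at the single tested dose, limit read from the data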;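 also: plate controls were DMSO wells with enzyme for no effect and DMSO wells lacking enzyme for full effect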
SENP8 block-1: inhibitors of human SENP8 protease; Q96LD8; recombinant SENP8, Nedd8 substrate fluorescence; inhibition, % at 20 µM; hit rate 0.64% among 360,000; AID 602440; in the data active = inhibition mostly above about 40%, no sharp cut-off; inactive = mostly below about 27%
Target sequence (Q96LD8 whole entry, looked up): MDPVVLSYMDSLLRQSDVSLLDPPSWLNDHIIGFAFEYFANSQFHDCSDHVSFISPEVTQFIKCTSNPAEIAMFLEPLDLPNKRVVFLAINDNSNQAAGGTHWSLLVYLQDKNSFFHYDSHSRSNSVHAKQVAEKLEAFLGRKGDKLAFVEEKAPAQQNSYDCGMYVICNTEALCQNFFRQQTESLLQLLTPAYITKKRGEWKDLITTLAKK
Apaf1 inhib: inhibitors of human Apaf-1 apoptosome; reconstituted apoptosome caspase-3 activity, DEVD-Rh110 fluorescence; inhibition, % at 20 µM; hit rate 0.71% among 330,000; active = inhibition of at least 40% at 20 µM;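 also: plate controls were DMSO wells for no effect and DEVD-CHO caspase inhibitor wells for full effect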
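System – cell-free apoptosome with Apaf-1, procaspase-3 and caspase-9 · Buffer or medium – pH 7.5 Hepes buffer with CHAPS, BSA, DTT · Also added – cytochrome c with DEVD-Rh110 · Times – 30 min compound preincubation, 50 min activation, room temperature · Technique – Rh110 fluorescence intensity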
HKDC1 inh: blocks human hexokinase HKDC1 activity; hit rate 0.16% among 340,000; inhibition, % at 20 µM; recombinant HKDC1, G6PDH/diaphorase resazurin coupled fluorescence; AID 493160; Q2TB90;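 active = inhibition above about 35% when tested at 20 µM, limit read from the data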;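 also: plate controls were DMSO wells with enzyme for no effect and DMSO wells lacking enzyme for full effect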
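Assay system: recombinant HKDC1 hexokinase; detection: coupled resazurin fluorescence, excitation 525 nm, emission 613 nm; benchmarks: DMSO-plus-enzyme-mix negative control, buffer-substituted positive control; compound dosing: single 20 µM dose; schedule: 90 min at room temperature in dark; also added: glucose plus 1 mM ATP as hexokinase substrates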
SENP8 block-2: SENP8 protease inhibition; Q96LD8; inhibition, % at 10 µM; AID 2540; hit rate 1.2% among 330,000; purified SENP8, Z-RLRGG-aminoluciferin cleavage, luminescence; in the data active = inhibition above about 50%
Starred values were filed as active, the others as inactive; x = not tested or not shown.

cpd	structure	HKDC1 inh	SENP7 inh	PfGluPho inh	Apaf1 inhib	SENP1 inh	SENP8 block-1	SENP6 inh	SENP8 block-2
1	COC(=O)c1cc(Cl)c(NC(=O)/C=C/c2ccc(Cl)cc2Cl)cc1OC	-7	-4	2	-10	1	-27	6	-2
2	CCOc1ccc(C2N(c3cc(C)on3)C(=O)C3CCCN32)cc1OC (configuration not stated)	0	2	5	4	-1	-8	3	-2
3	NNC(=S)NC1CC2CC1C1C=CCC21 (configuration not stated)	3	-2	4	-3	2	6	-4	0
4	Cc1cc(C)c(OCCOCCN2CCCC2)c(C)c1	-2	0	-18	1	-1	26	-6	-7
5	CCCCSc1nnc(CSc2nc3nc(C)cc(C)n3n2)o1	-4	78*	6	-9	3	10	-37	-4
6	C/C(CC(=O)NC12CC3CC(CC(C3)C1)C2)=N\NC(=O)c1cnccn1	-7	8	-2	-5	3	16	-10	11
7	O=C(c1ccccc1Nc1ccc(SC(F)F)cc1)N1CCCCCC1	1	8	-7	30	1	22	1	-6
8	COc1ccc(CCNC(=O)Cn2c(=O)oc3ccccc32)cc1OC	-1	-5	-19	-1	2	13	10	-1
9	CC(=O)Nc1ccc(NC(=O)C(C)Sc2n[nH]c(-c3ccc(C)cc3)n2)cc1 (configuration not stated)	24	7	25	-9	1	15	-6	-11
10	c1ccc(CN2CCN(CCOCCOc3cccc4ccccc34)CC2)cc1	-2	0	11	1	0	6	-3	1
11	COc1ccc(OCC(=O)O/N=C(\N)Cc2ccc(Cl)cc2)cc1	-1	0	2	13	1	6	11	5
12	COc1ccc(C2c3ccc(O)cc3Oc3ncn4nc(-c5ccccn5)nc4c32)cc1 (configuration not stated)	-1	-9	-3	5	-139	16	-18	-10
13	CCCCCN(C(=O)CCC(=O)OCc1ccc(C(C)(C)C)cc1)c1c(N)n(CCCC)c(=O)[nH]c1=O	5	6	-52	10	-1	0	7	2
14	Cc1ccc(C(=O)OCc2nnc(-c3ccccc3)o2)cc1S(=O)(=O)N1CCOCC1	0	10	-10	11	-2	1	-14	-8
15	Cc1ccc(N2C(=O)C3C4CC(=O)C(c5ccccc54)C3C2=O)cc1C (configuration not stated)	5	4	-17	-10	0	9	8	-1
16	CC(=O)N1c2ccc(S(=O)(=O)N3CCC(C(=O)Nc4cccc(C)c4)CC3)cc2CC1C (configuration not stated)	0	0	-2	11	0	-1	-2	4
17	CN(CCc1ccccc1)C(=O)CCc1nnc(Cc2ccc3c(c2)OCO3)o1	-4	-11	0	-3	2	12	-9	-4
18	CC(=O)Nc1ccc(S(=O)(=O)NCCC(=O)NCCc2ccc(F)cc2)cc1	-1	4	4	7	-6	19	-7	-4
19	CCn1c(COc2cccc3cccnc23)nnc1SCC(=O)O	3	0	-2	-8	3	-20	-3	-6
20	CSc1nc(Oc2ccc(F)cc2F)cc(C(F)(F)F)n1	-4	-17	-15	9	0	8	-10	-5
21	C=CCc1ccc(OCC(O)CN2CCCCC2)c(OC)c1 (configuration not stated)	1	-8	-6	7	-2	22	-7	-7
22	CC(=O)Nc1ccc(Cc2nc3c([nH]2)c(=O)n(C)c(=O)n3C)cc1	x	2	x	-2	x	x	-20	5
23	CCOc1ccc(N(CC(=O)NC2CC3CCC2C3)S(=O)(=O)c2ccc(C)cc2)cc1 (configuration not stated)	-1	-6	14	23	0	16	-16	-1
24	CC(NCCS(=O)(=O)c1ccc(Cl)cc1)c1cccc(Cl)c1 (configuration not stated)	-2	-1	-19	12	0	2	-7	7
25	N#Cc1nc(-c2ccc(F)cc2)oc1NCCCn1ccnc1	x	-6	x	-3	x	x	-8	-11
26	COCCNC(=O)C(c1ccccc1)N(Cc1cccs1)C(=O)Cn1nnc2ccccc21 (configuration not stated)	-1	2	-7	-5	1	20	-1	7
27	CC1=C(C(=O)N2CCOCC2)C(c2c(F)cccc2F)NC(=O)N1 (configuration not stated)	-6	3	-6	1	2	5	1	-3
28	CC(C)CN(C(=O)c1cccc(S(=O)(=O)N2CCCCC2)c1)C1CCS(=O)(=O)C1 (configuration not stated)	-3	-20	-7	3	2	12	-3	-3
29	Cn1cc(-c2ccccc2C(N)=O)c(=O)c2cc(Cl)ccc21	-2	-10	13	5	1	-221	4	-12
30	CCOC(=O)N1CCN(C(=O)CCCN2C(=O)CSc3nc(C)cc(C)c32)CC1	-10	5	-8	0	1	9	-15	1
31	CCc1ccccc1S(=O)(=O)Cc1ccc(C(=O)N2CCN(c3ccccn3)CC2)o1	-4	-2	-2	-9	-9	6	3	6
32	Cn1cc([N+](=O)[O-])c(C(=O)NC2CCCCCC2)n1	-5	-1	-4	-7	1	-5	0	-1
33	Cc1ccc(-c2noc(CN3CCOCC3)n2)cc1	-9	3	-10	-4	2	33	-8	-3
34	O=C(CSc1nc2ccccc2s1)N/N=C/c1ccco1	0	4	34	-62	0	11	-10	-6
35	COc1cccc(NC(=O)c2cccnn2)c1	-6	-11	-7	1	1	19	-20	-13
36	COCc1ccc(CN2CCCCC2C(=O)Nc2ccc(Oc3ccccc3)nc2)o1 (configuration not stated)	-9	-1	3	-7	-11	-1	-5	-1
37	CCc1ccc(NC(=O)Nn2cnnc2)cc1	-4	-2	-9	12	2	11	-12	-7
38	Cc1c(C)n(CC(O)CN2CCN(C)CC2)c2ccccc12 (configuration not stated)	-7	3	6	-67	0	15	-3	-1
39	Cc1cc(N2CCCCC2)c(F)cc1[N+](=O)[O-]	-7	-6	-8	10	3	21	-23	-11
40	COc1ccc(CCNc2ncnc3c2nnn3Cc2ccccc2)cc1	-3	-2	2	12	-2	-3	-9	12
41	Cc1ccc(C(=O)NC2CCCCCCC2)c(Cl)c1	-8	-7	4	6	2	15	13	2
42	COCCN(Cc1nc(C(c2ccccc2)c2ccccc2)no1)C(C)C	-5	10	2	14	1	18	-17	-14
43	O=C(COc1ccccc1Br)NCCc1nc2ccccc2[nH]1	-4	-7	16	-9	-1	14	-4	-14
44	Cc1c(C(=O)NC2CCCc3ccccc32)oc2ccccc12 (configuration not stated)	-4	-3	-9	11	1	10	4	-4
45	C/C(CC(=O)Nc1ccc2c(c1)OCCO2)=N\NC(=O)COc1ccccc1C	1	2	-12	7	1	6	-5	0
46	COCCCNC(=O)Cn1nnc(-c2ccc(NC(=O)c3ccc(F)cc3)cc2)n1	6	-3	-8	-9	0	2	-14	-4
47	CCOc1ccc(Nc2cc(=O)[nH]c(=O)[nH]2)cc1	-5	2	9	-19	-1	-1	5	1
48	COc1ccc(Cl)cc1NC(=O)NNC(=O)c1ccccn1	-13	-6	-16	-5	-1	1	1	1
49	CCOC(=O)c1ccccc1NC(=O)CSc1nnc(COc2ccccc2)n1CC	4	9	3	24	3	-1	3	1
50	CN(CC(=O)Nc1sc2c(c1C#N)CCCCC2)Cc1nc2ccccc2c(=O)[nH]1	2	2	0	10	-2	-7	3	0
51	Cc1c(NCc2ccccc2O)c(=O)n(-c2ccccc2)n1C	-5	-4	12	-1	3	11	-26	-8
52	Cc1cc(C)nc(NS(=O)(=O)c2ccc(NC(=S)NC(=O)c3ccco3)cc2)n1	2	-1	-16	-1	-5	7	-7	0
53	Cc1cc(C)nc(Nc2nc(-c3ccccc3)cs2)n1	9	90*	22	20	-2	4	74*	82*
54	CCOC(=O)C1=C(C)NC(C)=C(C(=O)OCC)C1c1ccco1	-2	2	4	-1	-2	-149	5	-5
55	COCCCC1CCN(Cc2cn[nH]c2-c2cc(OC)c(OC)c(OC)c2)CC1	6	-4	15	2	-1	17	8	-4
56	COc1ccc(O)c(C(=O)c2cnn(-c3ccccc3)c2)c1	-4	-3	-1	14	-15	-98	0	7
57	COC(=O)CSc1nnc(-c2cccnc2)n1-c1cc(OC)cc(OC)c1	-12	17	-4	-21	1	12	1	6
58	O=C(OCc1cc2ccccc2[nH]c1=O)c1ccccc1	-1	2	-2	4	1	-24	-1	-2
59	CCN(CC)C(=O)c1c(-c2ccccc2)oc2ccc(O)cc12	-4	-15	1	9	1	-184	-3	-14
60	CC(C)CNC(=O)c1ccccc1NC(=O)Nc1ccccc1	-1	9	8	9	3	-253	13	-3

The list continues:
cpd	structure	HKDC1 inh	SENP7 inh	PfGluPho inh	Apaf1 inhib	SENP1 inh	SENP8 block-1	SENP6 inh	SENP8 block-2
61	Cc1ccccc1Cn1c(=N)n(CC(=O)c2ccco2)c2ccccc21	-9	5	-4	13	-8	6	3	0
62	O=C(/C=C/c1ccccc1Cl)NCc1ccccc1	-15	12	10	3	0	12	10	-9
63	O=[N+]([O-])c1ccc(CNC2CCCc3ccccc32)cc1 (configuration not stated)	-8	-4	26	1	1	21	-6	-13
64	Cc1c(C)c2ccc(OCC(=O)Nc3ccc(N4CCC(C)CC4)cc3)cc2oc1=O	-1	-6	16	11	1	-50	-4	7
65	Cc1ccc2oc(=O)c3cnn(CC(=O)N(Cc4ccco4)C4CCCCC4)c3c2c1	-4	0	-16	24	2	5	0	0
66	Cn1c(CNC(=O)c2ccco2)nnc1SCC(=O)Nc1cccc(F)c1	-6	-3	8	-14	3	18	-15	-10
67	O=C1C2CCCN2C(c2ccccc2)N1c1ccc(F)cc1 (configuration not stated)	3	5	1	2	-1	9	10	-3
68	O=C(Nc1ccc(-c2cn3ccccc3n2)cc1)c1ccc(Cl)cc1	-3	-4	0	-16	4	-24	-3	-4
69	CC1(C)NC(=O)N(CC(O)COc2cc3ccccc3cc2C(=O)N2CCCCC2)C1=O (configuration not stated)	6	-7	-13	-5	2	12	10	-6
70	O=C1CC(c2ccc(O)c(O)c2)Oc2cc(O)cc(O)c21 (configuration not stated)	0	1	-31	-8	-6	-13	-2	2
71	O=C(N/N=C/C=C/c1ccco1)/C(=C/c1ccccc1)NC(=O)c1ccccc1	19	7	36	9	-2	-26	-4	-1
72	CCOc1ccc2cc(/C=C/C(=O)c3ccco3)c(Cl)nc2c1	17	1	9	7	-24	-238	-13	4
73	COc1ccc2cc(C(=O)N3CCCC(Nc4ccc(F)cc4)C3)n(C)c2c1 (configuration not stated)	7	-2	12	10	0	-2	20	2
74	O=C(NC1CCN(Cc2ccccc2Cl)CC1)c1ccccc1	0	-1	-3	2	1	10	-3	-7
75	CC(C)CCNc1c(-c2cccs2)nc2ccccn12	1	1	5	0	-46	-379	21	3
76	O=C(Nc1ccc(Nc2ccccc2)cc1)c1ccc(Cl)cc1[N+](=O)[O-]	1	4	1	3	2	34	-10	6
77	OCCCNc1nc(-c2ccc(Br)cc2)nnc1-c1ccc(Cl)cc1	-10	-4	12	23	1	16	-31	-8
78	CSCCC(NC(=O)c1ccccc1Br)C(=O)NCC1CCCCC1 (configuration not stated)	3	1	-5	-4	0	8	8	8
79	Nc1nnc(SCCOc2ccc(Br)cc2)s1	0	-1	12	9	1	35	6	-8

Part of the list above, as labelled records:
26	COCCNC(=O)C(c1ccccc1)N(Cc1cccs1)C(=O)Cn1nnc2ccccc21 (configuration not stated)
  HKDC1 inh: -1 | SENP7 inh: 2 | PfGluPho inh: -7 | Apaf1 inhib: -5 | SENP1 inh: 1 | SENP8 block-1: 20 | SENP6 inh: -1 | SENP8 block-2: 7
36	COCc1ccc(CN2CCCCC2C(=O)Nc2ccc(Oc3ccccc3)nc2)o1 (configuration not stated)
  HKDC1 inh: -9 | SENP7 inh: -1 | PfGluPho inh: 3 | Apaf1 inhib: -7 | SENP1 inh: -11 | SENP8 block-1: -1 | SENP6 inh: -5 | SENP8 block-2: -1

The order is random (roughly 3.6% active in at least one column).
